HSF1 activator: HSF-1 activators, primary screen, NIH3T3-HGL cells, MG132 stress, luminescence, single point. NIH3T3-HGL HSF-1 luciferase reporter, 8 h; 100% = twice DMSO control signal. activation, % at 9 µM. hit rate 1.7% among 300,000. AID 504408, 2011;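 active = mean replicate activation of at least 50% with a set share of replicates each reaching 50%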;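 note: 0% = median of the neutral control wells and 100% = twice that signal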
KLF5 inhibitor: KLF5 expression inhibitors, primary screen, DLD-1 cells, luminescence. AID 1700, 2009. hit rate 0.23% among 290,000. inhibition, % at 5 µM. DLD-1 KLF5 promoter-luciferase reporter;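 active = inhibition above a per-plate limit of that plate's mean compound inhibition plus 3 SD, cut at about 60% in these data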;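 note: 0% = DMSO wells and 100% = LY294002 at 200 µM; higher means less KLF5 promoter-driven luciferase light; inactives centre near -14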
HSF1 inhib: HSF1 inhibitors in luciferase reporter cells, primary screen, cell-based, NIH3T3, luminescence | NIH3T3-HGL HSE-luciferase, MG132-induced, luminescence 8 h; stronger effect = lower value | activity change, negative = inhibition, % at 7.5 µM (by protocol) | hit rate 0.77% among 300,000;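 active = more than half of replicate wells show activity change below -50%, luminescence cut by over half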;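 note: luciferase reports HSF-1 transcriptional activity via heat shock element; 0% = median of DMSO wells and -100% = zero luminescence signal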
GSK3 alpha inh: blockers of GSK3A enzyme activity – biochemical, luminescence, cell-free homogeneous, HTS, primary screen | Glycogen synthase kinase-3 alpha (Homo sapiens), P49840 | GSK-3 alpha kinase, ADP-Glo luminescence, 60 min | inhibition, % at 10 µM | hit rate 0.1% among 320,000 | AID 2650, 2010;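 in the data active = inhibition above about 50%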;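 note: GST-tagged GSK-3 alpha with peptide substrate and 25 µM ATP; 0% = DMSO neutral wells and 100% = GW8510 positive control wells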
Target sequence (P49840 whole entry, looked up): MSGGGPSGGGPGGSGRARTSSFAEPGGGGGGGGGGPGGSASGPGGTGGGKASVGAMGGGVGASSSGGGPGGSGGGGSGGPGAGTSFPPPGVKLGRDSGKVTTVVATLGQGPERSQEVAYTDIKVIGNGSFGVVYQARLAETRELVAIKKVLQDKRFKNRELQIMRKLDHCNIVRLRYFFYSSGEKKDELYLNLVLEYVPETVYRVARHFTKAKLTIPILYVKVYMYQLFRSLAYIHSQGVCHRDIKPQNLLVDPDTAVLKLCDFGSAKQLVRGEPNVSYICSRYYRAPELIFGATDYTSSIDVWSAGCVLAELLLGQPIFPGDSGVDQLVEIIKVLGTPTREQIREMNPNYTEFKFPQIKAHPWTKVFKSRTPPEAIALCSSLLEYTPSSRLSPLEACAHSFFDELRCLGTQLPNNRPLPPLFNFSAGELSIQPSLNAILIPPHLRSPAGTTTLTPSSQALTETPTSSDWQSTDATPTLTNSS
IEC-6 tox: cytotoxicity in IEC-6 intestinal epithelial cells, primary screen, cytotoxicity control for KLF5 inhibitor project, cell-based, luminescence; inhibition, % at 5 µM; IEC-6 cytotoxicity, luminescence viability; hit rate 0.78% among 290,000; in the data active = inhibition above about 22%;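 note: 0% = plate median of test compound wells and 100% = cytotoxic reference compound wells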
GSK3B inh: human GSK3beta kinase inhibitors, primary screen, biochemical, cell-free homogeneous, HTS. AID 2097, 2009. hit rate 0.038% among 300,000. Glycogen synthase kinase-3 beta (Homo sapiens), P49841. activity score (negative = inhibition), % at 10 µM. GST-GSK3beta kinase, ADP-Glo luminescence, 60 min; stronger effect = lower value;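 active = more than half of replicate wells score below -50%, meaning over 50% inhibition versus plate controls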;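 note: 0% = median DMSO wells and -100% = median GW8510 positive control wells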
Target sequence (P49841 whole entry, looked up): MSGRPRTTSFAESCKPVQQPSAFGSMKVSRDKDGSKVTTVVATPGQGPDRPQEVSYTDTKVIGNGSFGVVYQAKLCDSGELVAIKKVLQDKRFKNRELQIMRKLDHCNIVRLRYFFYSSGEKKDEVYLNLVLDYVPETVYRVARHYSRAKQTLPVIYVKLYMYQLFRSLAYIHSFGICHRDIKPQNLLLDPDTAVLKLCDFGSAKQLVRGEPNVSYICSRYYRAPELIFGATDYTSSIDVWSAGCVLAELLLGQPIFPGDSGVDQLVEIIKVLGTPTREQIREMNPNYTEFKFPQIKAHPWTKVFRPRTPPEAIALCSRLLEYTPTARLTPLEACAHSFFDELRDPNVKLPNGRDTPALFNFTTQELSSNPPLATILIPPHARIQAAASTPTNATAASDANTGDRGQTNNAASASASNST
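Test system: GST-fused GSK3beta enzyme, cell-free | Quantity: 1.6 ng GST-GSK3beta enzyme per well | Reagent: 25 µM ATP with peptide substrate | Schedule: 60 min enzyme reaction, room temperature | Signal: Luminescent ADP-Glo measurement of ADP formed | Read-out basis: Score relative to plate controls | Control set: DMSO and 20 µM GW8510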
aSyn UTR inh: MLPCN primary screen, SNCA 5' untranslated region; inhibition, % (tested at 7.5 µM); AID 1813, 2009; alpha-synuclein 5'UTR reporter, inhibitor activity; hit rate 0.82% among 300,000; in the data active = inhibition above about 60%;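 note: H4 neuroglioblastoma cells stably carrying SNCA 5'UTR luciferase fusion; 0% = DMSO wells and 100% = positive control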
Platelet DG rel: inhibitors of platelet dense granule secretion, primary screen, cell-based, MLPCN, human platelets; inhibition, %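 (compounds screened at 7.5 µM in platelet-rich plasma)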; human platelet-rich plasma, SFLLRN dense granule ATP release, luminescence; AID 1663, 2009; hit rate 0.22% among 300,000;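 active = mean replicate score, as percent of positive control, at or above 50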
HSP90 inh: HSP90 inhibitors, primary screen, cell lysate, luminescence. hit rate 0.91% among 290,000. Heat shock protein HSP 90 (rabbit reticulocyte lysate; luciferase refolding). inhibition, % at 5.6 µM. Rabbit reticulocyte lysate, luciferase refolding luminescence, 3 h;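 active = inhibition above the screen-wide mean plus 3 SD, computed separately per campaign, cut at about 16% in these data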;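 note: 0% = DMSO wells and 100% = 60 µM geldanamycin wells; inhibitors lower the luminescence because luciferase stays unfolded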
DYRK1A inh: rat Dyrk1A kinase inhibitors, primary screen, biochemical, single point, plate reader. Dual specificity tyrosine-phosphorylation-regulated kinase 1A (Rattus norvegicus), Q63470. hit rate 0.43% among 310,000. ADP-Glo luminescence, NFATc1 peptide. inhibition, % at 12.5 µM. AID 504441, 2011; in the data active = inhibition above about 50%;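 note: plate controls were vehicle with enzyme for no effect and no enzyme for full effect; many of its hits are not listed in these tables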
The depositor's hits bear a star; . = no result given.

SMILES	HSF1 activator	KLF5 inhibitor	HSF1 inhib	GSK3 alpha inh	IEC-6 tox	GSK3B inh	aSyn UTR inh	Platelet DG rel	HSP90 inh	DYRK1A inh
CSc1nn(-c2ccc(C(=O)OC(C(=O)NC(N)=O)C(C)C)cc2)c(=S)s1 (stereo not drawn)	10	-1	-3	0	4	-1	-31	-8	-2	-2
COCCNC(=O)C(c1ccc(C)cc1)N(C(=O)C(=O)NC1CCCC1)c1ccc2c(c1)OCCO2 (stereo not drawn)	-9	-28	-4	-1	5	-3	-19	6	0	-2
Cc1cc(NC(=O)c2ccc([N+](=O)[O-])cc2)n(C)n1	13	-9	1	1	-2	0	-22	-13	1	.
CCCc1nc2ccccc2c(C(=O)OCc2nnc(-c3cc(OC)c(OC)c(OC)c3)o2)c1CC	.	3	.	-3	-6	.	.	.	10	-7
COc1ccc(NC(=O)C2C3C=CC4(O3)C2C(=O)N(CCN2CCCCC2C)C4C(=O)NC2CCCCC2)cc1 (stereo not drawn)	0	-31	-4	1	0	.	-5	21	-5	0
Cc1cc(N/N=C/c2ccc(N(C)C)cc2)nc(NCc2ccccc2)n1	-19	-6	-10	-3	-2	2	-4	1	-1	.
COc1ccc(/C(C)=N/Nc2nncc3ccccc23)cc1	10	-98	-3	0	0	-4	-113	10	0	-6
O=C(COC(=O)Cn1[nH]c(=O)c2ccccc2c1=O)Nc1ccc2c(c1)OCO2	-4	-8	-7	0	-1	4	-23	7	-3	6
CCc1nc(N2CCCCC2)c2oc3ccccc3c2n1	-12	-2	-7	2	-1	1	-16	1	3	3
Cc1ccc(C(=O)NCCNC(=O)c2ccccn2)cc1	7	-7	-8	-3	-4	-4	-14	-4	-1	-1
O=C(CN(Cc1ccccc1F)S(=O)(=O)c1ccc(Cl)cc1)NCCC1=CCCCC1	5	9	15	-1	5	0	-10	2	5	2
O=C1CCc2cc(S(=O)(=O)N3CCC(C(=O)NCc4ccccn4)CC3)ccc2N1	4	6	3	-2	-1	-4	-2	-18	1	12
COc1ccc(C(=O)Nc2ccc(S(=O)(=O)NC(C)=O)cc2)cc1	1	-4	-4	1	6	-4	11	1	2	-1
CCC(C)(C#CCN1CCCCC1)OC(C)=O (stereo not drawn)	33	-17	10	-1	8	1	5	-2	-2	0
Cc1ccc(C(=O)Cn2cncn2)cc1	20	-6	-2	3	-7	-5	-4	-5	5	.
Cc1cc(NCc2ccco2)nc2cc(O)ccc12	-4	1	-3	-2	-4	0	-34	-1	-2	12
COc1ccc(-c2cc(C(=O)NNC(=S)NC(=O)c3c(-c4ccccc4)noc3C)[nH]n2)cc1	8	-9	12	-5	-6	-2	16	-2	-3	0
CC1CCCN(Cc2nc(Cc3ccccc3Cl)no2)C1 (stereo not drawn)	9	-5	3	-1	-2	1	-20	-2	2	-3
O=C(Nc1ccncc1)c1c(F)cccc1F	-56	27	-45	23	-18	-5	37	-15	0	27
CCC(Sc1nc(N)cc(=O)[nH]1)C(=O)Nc1cc(C)on1 (stereo not drawn)	-13	-25	0	-3	-4	2	-16	-2	1	3
COc1ccc(CC(=O)NCC2(c3ccc(OC)c(OC)c3)CCOCC2)cc1	14	-30	0	0	1	2	-26	1	-1	-1
Cc1ccc(S(=O)(=O)CC(C)N2CCOCC2)c(S(=O)(=O)CC(C)N2CCOCC2)c1 (stereo not drawn)	1	-22	-6	-5	-1	3	-49	0	1	6
C=CCNC(=O)Cn1nc(-c2ccccc2)ccc1=O	6	-23	1	3	1	5	-26	3	6	5
O=C(NC1=NC2CCCCC2N1)c1ccccc1 (stereo not drawn)	.	-126	.	5	-8	.	.	.	9	0
COC(=O)c1cc(OC)c(OC)cc1NC(=O)c1cnccn1	-26	-26	0	.	-5	3	11	-8	-4	.

Continued, overlapping the part above by 3 compounds.
SMILES	HSF1 activator	KLF5 inhibitor	HSF1 inhib	GSK3 alpha inh	IEC-6 tox	GSK3B inh	aSyn UTR inh	Platelet DG rel	HSP90 inh	DYRK1A inh
C=CCNC(=O)Cn1nc(-c2ccccc2)ccc1=O	6	-23	1	3	1	5	-26	3	6	5
O=C(NC1=NC2CCCCC2N1)c1ccccc1 (stereo not drawn)	.	-126	.	5	-8	.	.	.	9	0
COC(=O)c1cc(OC)c(OC)cc1NC(=O)c1cnccn1	-26	-26	0	.	-5	3	11	-8	-4	.
CCOc1ccc2[nH]c(=O)c(CN(Cc3nnnn3Cc3ccco3)C3CCCCC3)cc2c1	44	-18	38	2	-6	-1	-1	0	-2	-6
CCN(CC)CCCN(Cc1cc2cc3c(cc2[nH]c1=O)OCO3)C(=S)NCCCN(C)C	6	-21	-1	6	-5	5	9	2	0	3
Cc1ccc(-c2nc(CS(=O)(=O)CC(=O)NC3CCCCCC3)c(C)o2)cc1	25	-9	5	0	2	-1	18	-25	0	-1
O=C(Nc1nc2ccccc2[nH]1)C1CCN(C(=O)c2ccc(F)cc2)CC1	2	.	-4	2	.	3	12	-10	.	42
O=C(Nc1ccccc1)Nn1cnnc1	12	-13	0	1	0	-2	17	3	-1	-2
CCCCNC(=O)c1ccc2c(c1)C(=O)N(Cc1ccncc1)C2=O	2	-26	-7	.	-4	4	12	-7	-3	-1
O=C(CCCN1C(=O)/C(=C/c2cccc(Br)c2)SC1=S)Nc1ccccn1	3	-46	-11	-4	-2	1	-8	-7	-2	1
CN1CCN(Cc2c(O)ccc3cc(-c4ccccn4)c(=O)oc23)CC1	-6	-27	-8	2	1	1	-31	10	3	6
Cc1ccc(S(=O)(=O)N2CCC(C(=O)N3CCCC(C(F)(F)F)C3)CC2)cc1C (stereo not drawn)	1	.	-6	-3	.	2	19	-14	.	10
COc1ccc(-c2ccc(=O)[nH]n2)cc1	34	-10	2	-1	4	2	41	9	1	41
O=C(Nc1ccc(S(=O)(=O)Nc2ncccn2)cc1)C(F)(F)F	-3	-14	-3	-2	-3	.	5	15	-2	3
O=C(CCc1nnc(CCCCc2ccccc2)o1)N1CCCCC1CCO (stereo not drawn)	-20	17	-1	-1	3	-1	-4	6	2	-1
O=C(CSc1nnc(-c2ccc(O)cc2)n1Cc1ccco1)N1CCc2ccccc2C1	11	1	2	3	-2	-2	4	-6	0	0
CCOC(=O)N1CCN(CC(c2ccccc2)c2ccccc2)CC1	14	-24	1	-1	2	1	0	3	-4	-3
O=C(Nc1ncccc1O)C1CCN(S(=O)(=O)c2ccc3ccccc3c2)CC1	7	.	3	0	.	2	12	2	.	-1
Cc1ccc(SCCN2CCN(C)CC2)cc1	58*	-48	18	0	-8	4	-8	4	-5	13
O=C(O)C1CCCN1S(=O)(=O)c1ccc(Cl)cc1 (stereo not drawn)	3	-15	1	-4	2	-2	4	0	1	1
CC1CCCCN1CCNc1nc(=S)[nH]c2ccccc12 (stereo not drawn)	-16	-4	-3	1	-2	1	16	-2	1	-2
O=C(NCc1ccco1)C1CCN(S(=O)(=O)N2CCC3(CC2)OCCO3)CC1	.	-24	.	-2	-2	0	31	-4	7	-5
CCC(C)CCCCNC1=NCCS1 (stereo not drawn)	-14	-28	-4	.	-2	-1	11	-14	-1	.
CCNC(=S)NC1CC2CCCC(C1)N2Cc1ccc(C)cc1 (stereo not drawn)	7	-33	-3	0	-1	1	-27	4	0	.
CC1CCN(CCCNC(=O)c2cc3c(=O)n(C)c4ccccc4c3n2C)CC1	6	-12	7	.	12	-3	-55	-1	-1	37
CC1Cc2ccccc2N1C(=O)CO/N=C/c1ccccc1OC(F)F (stereo not drawn)	37	-6	5	2	-3	1	29	7	-1	-7
CCCOc1cccc(C2C(C(=O)c3ccco3)=C(O)C(=O)N2CCN(CC)CC)c1 (stereo not drawn)	2	-8	0	-2	2	-3	-20	-2	2	-3
NC(=O)c1ccc(NC(=O)c2cccc3c2OCCCO3)cc1	14	-66	6	0	4	-1	-6	0	0	-1

Going on with the list.
SMILES	HSF1 activator	KLF5 inhibitor	HSF1 inhib	GSK3 alpha inh	IEC-6 tox	GSK3B inh	aSyn UTR inh	Platelet DG rel	HSP90 inh	DYRK1A inh
C=CCOc1ccc(CNc2ccc(NC(=O)CC(C)C)cc2)cc1OC	-12	-10	5	0	2	0	-6	-5	-7	-10
Cc1c(-c2ccccc2)sc2nc[nH]c(=S)c12	8	-45	-2	-1	-5	0	-11	-17	-6	.
COc1ccc(CC(=O)Nc2cccc(-c3ccc4nncn4n3)c2)cc1OC	11	-8	2	0	0	1	5	3	-1	-7
C#CCOCCOCCOCCNc1nc(N2CCN(C(=O)[C@H](C(C)C)n3cc(CCO)nn3)CC2)nc(N2CCN(C(=O)[C@H](CCCCN)n3cc(CCCC)nn3)CC2)n1	48	17	23	-1	-1	-1	-3	-1	-4	-2
Cc1ccc(NC(=O)CN(C)S(=O)(=O)c2ccc3c(c2)n(C)c(=O)c(=O)n3C)c(C)c1	-4	-20	2	-2	-2	1	19	1	0	-5
N#CC1=C(N)Oc2c(sc3ccccc23)C1c1ccco1 (stereo not drawn)	21	-13	25	6	0	-2	-4	-15	2	30
CCn1c(=O)c(CCC(=O)N2CCN(c3ccccn3)CC2)c(C)c2c(C)nn(-c3ccccc3)c21	-3	2	-1	-1	9	1	-4	-2	2	5
O=C(CN1C(=O)NC2(CCCCC2)C1=O)N1CCN(S(=O)(=O)c2ccccc2)CC1	-10	11	-6	-1	-14	-1	11	5	-3	.
CC(=O)Nc1c(-c2ccc(Cl)cc2)c(=O)c2ccccc2n1C	1	-26	-1	-2	-5	1	-1	-2	-8	4
CCOc1c(C)cnc2c1c(=O)n(Cc1cccc(Cl)c1)c(=O)n2C	-12	15	-3	-1	-2	2	32	-2	7	5
O=C(N/N=C/c1ccc(Br)s1)c1cccc([N+](=O)[O-])c1	6	-22	10	0	0	3	70*	-16	2	0
Cc1ccc(-n2nc3c(=O)n(CC(=O)NCCc4ccc(Cl)cc4)nc(C)c3c2C)cc1	10	-36	3	-1	11	.	-7	-3	3	-3
COc1ccc(C(=O)Oc2c(C)occc2=O)cc1OC	10	-14	-2	0	-3	-1	24	1	-3	1
CCCC(=O)Nc1ccccc1-c1nnc(SCC)[nH]c1=O	1	-22	0	-2	0	1	13	0	-3	10
O=C1C=C(c2ccccc2)C(=O)N1Nc1ccccc1	41	-8	37	-2	-1	-6	-14	61*	3	3
Cc1nn(CCCC(=O)NCc2ccc(F)cc2)c(C)c1[N+](=O)[O-]	3	-10	4	0	-4	3	1	3	-4	.
O=C(NCc1nc2ccccc2[nH]1)C1=C[C@@H](c2ccccc2)C[C@@H](OCc2ccc(CO)cc2)O1	-19	-2	-2	0	5	1	14	-2	9	4

From PubChem

Not all compounds are listed; rates above refer to the full screens.
